TbPYK inhibitor: qHTS of Trypanosoma Brucei Inhibitors; TbPYK enzyme, Kinase-Glo Plus ATP luminescence, 45 min; AID 624173, 2012; Potency, µM (top dose mostly 76.8 µM), inactives show at the highest dose activity, negative = inhibition, hits mostly inhibitors; 0.12% of 410,000 active; also: potency is read from the fitted curve at half-maximal effect; nearly all actives have a fitted effect of over 50% in size
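Activity of T. brucei pyruvate kinase was followed by Kinase-Glo Plus luminescence after the enzyme reacted 45 min at room temperature with 130 uM ADP (final) and substrate. Test compounds were added before ADP at multiple concentrations.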
LmPK inhibitor: qHTS Assay for Inhibitors of Leishmania Mexicana Pyruvate Kinase (LmPK). Q27686. 0.37% of 290,000 active. purified LmPK, Kinase-Glo ATP luminescence, 1 h. AID 1721, 2009. Potency, µM (series often up to 57.5 µM), without a hit: at the highest dose activity change, negative = inhibition, hits mostly inhibitors; also: potency is read from the fitted curve at half-maximal effect
Target sequence (Q27686 whole entry, looked up): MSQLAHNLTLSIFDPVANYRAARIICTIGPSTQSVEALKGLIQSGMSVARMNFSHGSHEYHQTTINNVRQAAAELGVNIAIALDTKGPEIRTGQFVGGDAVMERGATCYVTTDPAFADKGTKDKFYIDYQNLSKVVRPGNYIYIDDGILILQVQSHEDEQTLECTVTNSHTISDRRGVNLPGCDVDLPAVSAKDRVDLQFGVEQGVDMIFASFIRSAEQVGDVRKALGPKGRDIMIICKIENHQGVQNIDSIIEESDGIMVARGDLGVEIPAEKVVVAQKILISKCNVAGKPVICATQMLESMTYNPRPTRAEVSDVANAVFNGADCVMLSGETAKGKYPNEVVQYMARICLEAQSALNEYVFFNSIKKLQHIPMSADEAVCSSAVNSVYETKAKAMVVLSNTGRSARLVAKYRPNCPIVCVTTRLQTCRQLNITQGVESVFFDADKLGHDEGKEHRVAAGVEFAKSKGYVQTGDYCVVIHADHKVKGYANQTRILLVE
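Purified LmPK (0.1 nM) converted ADP (0.1 mM) to ATP with PEP (0.5 mM) in imidazole buffer pH 7.2 with KCl and MgCl2, 1 h at room temperature. ATP was read by Kinase-Glo luminescence; data normalized to uninhibited and no-enzyme controls.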
AMA1 RON2 block: qHTS for Inhibitors of AMA1-RON; Towards Development of Antimalarial Drug Lead: Primary Screen. Plasmodium falciparum AMA1 (3D7) - RON2 peptide interaction. AlphaScreen AMA1-biotinylated RON2 peptide binding. Potency, µM (series often up to 58.2 µM), without a hit: at the top dose activity change, negative = inhibition, actives largely listed as inhibitors. 0.2% of 360,000 active;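 also: potency is read from the fitted curve at half-maximal effect; 0% = vehicle wells and -100% = peptide control; nearly all actives have a fitted effect of over 45% in size; some results filed as inactive show a strong effect at the top dose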
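AMA1 (3D7) with his tag at 25 nM final met compounds first, then biotinylated RON2 peptide at 25 nM; detection used donor plus acceptor beads, 10 µg/mL apiece, read by AlphaScreen after 30 min at room temperature.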
HCV inh: qHTS Assay for Inhibitors of Hepatitis C Virus (HCV); Huh7.5.1 HCVcc-Cre infection, luciferase reporter, 44 h; AID 651820, 2012; 3.4% of 340,000 active; Potency, µM (series often up to 41.8 µM), without a hit: at the top dose activity change, negative = inhibition, actives largely listed as inhibitors; also: potency is read from the fitted curve at half-maximal effect
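A cell-based infection assay in which seeded cells (1,000 per well) receive test compound after 4 h, are inoculated with HCVcc-Cre at approximately 0.5 moi, and are incubated 44 h before luminescence detection.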
AmpC inh no detg: qHTS Inhibitors of AmpC Beta-Lactamase (assay without detergent); AmpC nitrocefin hydrolysis, absorbance 480 nm, 0.0001% Triton; 0.52% of 330,000 active; Potency, µM (top dose mostly 57.1 µM), inactives show at the top dose activity change, negative = inhibition, most hits filed as inhibitors; AID 485341, 2010;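 also: potency is read from the fitted curve at half-maximal effect; plate controls were no compound for no effect and no enzyme for full effect; nearly all actives have a fitted effect of over 20% in size; some results filed as inactive show a strong effect at the top dose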
Target sequence (P00811 whole entry, looked up): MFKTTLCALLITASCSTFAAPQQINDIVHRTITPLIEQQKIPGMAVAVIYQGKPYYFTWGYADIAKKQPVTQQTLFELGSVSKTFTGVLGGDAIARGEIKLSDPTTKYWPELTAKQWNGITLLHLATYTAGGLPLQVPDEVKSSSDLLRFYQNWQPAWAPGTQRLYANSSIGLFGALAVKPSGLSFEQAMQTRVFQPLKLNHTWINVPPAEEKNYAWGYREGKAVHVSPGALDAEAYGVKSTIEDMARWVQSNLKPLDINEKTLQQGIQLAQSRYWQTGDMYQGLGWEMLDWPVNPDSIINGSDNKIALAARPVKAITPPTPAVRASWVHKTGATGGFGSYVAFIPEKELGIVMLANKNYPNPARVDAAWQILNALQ
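AmpC (5.3 nM in the dispensed reagent) in 20 mM phosphate pH 7.0 with 0.01% (detergent screen) or 0.0001% Triton X-100 was preincubated with compounds for 15 min at room temperature. Nitrocefin was then added from an 800 uM solution, and hydrolysis was followed at 480 nm.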
AmpC detergent: qHTS Inhibitors of AmpC Beta-Lactamase (assay with detergent); AmpC hydrolysis of nitrocefin, absorbance 480 nm, 0.01% Triton; 0.041% of 370,000 active; Potency, µM (titrated, usually from 114 µM), without a hit: at the highest dose activity change, negative = inhibition, actives largely listed as inhibitors; AID 485294, 2010; P00811;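 also: potency is read from the fitted curve at half-maximal effect; 0% = no-compound wells and -100% = no-enzyme wells; nearly all actives have a fitted effect of over 25% in size; some results filed as inactive show a strong effect at the top dose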
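20 mM phosphate pH 7.0 + 0.01% (detergent screen) or 0.0001% Triton X-100; 5.3 nM AmpC reagent; cpd preinc 15 min RT; nitrocefin (800 uM stock) to start; A480 q20 s × 4 min; Activity was normalised to no-enzyme and no-compound control wells.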
HCMV inh: qHTS Assay for inhibitors of the human cytomegalovirus (HCMV); activity change, negative = inhibition, % at 57.5 µM; HFF cells, HCMV-luciferase reporter, 72 h; stronger effect = lower value; 4.5% of 410,000 active; in the data active = activity change below about -60%; inconclusive = no clear call, values can overlap the other calls; inactive = above about -39%
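HFF cells seeded 16 h at 37C, treated with compounds, infected with luciferase-reporter HCMV at MOI 1 PFU/cell; luciferase read at 72 h post infection, normalized to buffer-only and Salinomycin controls.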
* marks the source's active call; other numbers are inactive results; u = inconclusive; x = not tested or not shown; [ ] = dose if it differs, or a comment. Unless noted, calls follow the shape of the dose curve; as a rule, active = well fitted curve in the direction sought with a large enough effect; inconclusive = small, poorly fitted or top-dose-only effect, or another doubt; inactive = no such curve, though single readings can be large; an effect the other way counts as inactive or inconclusive. Unless noted, % is scaled to controls: 0 for no effect and ±100 for the full control effect.

mol,AmpC inh no detg,LmPK inhibitor,HCMV inh,AMA1 RON2 block,AmpC detergent,HCV inh,TbPYK inhibitor
COc1cccc(OCC(=O)NNC(=O)c2ccc(-c3ccccc3)cc2)c1,-19%,2%,28,22%,-12%,28%,8%
C=Cc1ccc(CN2CCCN(Cc3ccc(Cl)cc3)S2(=O)=O)cc1,-28%,6%,-11,15%,-7%,-5%,-15%
CC(OC(=O)c1ccco1)C(=O)Nc1ncc(Cl)cc1Cl (configuration not stated),-13%,x,-30,10%,-3%,16%,2%
CCOc1ccc(NC(=O)CCn2cnc3onc(-c4ccc(F)cc4)c3c2=O)cc1,x,x,-20,x,26%,x,7%
CCOc1ccc(C(=O)c2cn(Cc3ccccc3)c3c(F)cc(F)cc3c2=O)cc1,x,x,-21,x,-10%,x,-2%
CC(C)(C)NC(=O)COC(=O)/C=C/c1ccccc1[N+](=O)[O-],-7%,3%,73,-3%,-6%,5%,2%
Cc1cc(OC(=O)c2ccco2)c2c(C)cc(=O)oc2c1,x,-4%,38,5%,-5%,-28%,-8%
Cc1cccc(OCCC(=O)NCC(c2ccco2)N2CCCCC2)c1 (configuration not stated),23%,8%,31,-2%,-6%,-2%,-3%
CCN(CC(=O)Nc1ccc2c(c1)OCCO2)S(=O)(=O)c1cccs1,-9%,5%,70,10%,-3%,-15%,-4%
COc1ccc(-c2nc3ccccc3[nH]2)cc1,-21%,13µM*,124,0%,1%,-23%,u
CC(C(=O)NCCCc1ccccc1)c1ccc([N+](=O)[O-])cc1 (configuration not stated),-14%,-2%,-8,-2%,-12%,7%,0%
Nn1c(-c2cccc([N+](=O)[O-])c2)nc2ccccc2c1=O,-7%,-2%,-6,35%[activator],5%,9%,6%
NNc1nc2c(-c3cccc(C(F)(F)F)c3)nnn2c2ccccc12,-36%,-9%,44,134%[activator],-1%,14µM*,-6%
COc1ccccc1OCCCCn1ncc2ccc(OC)c(OC)c2c1=O,44%,3%,21,-1%,-1%,-29%,0%
O=C(O)CC1NC(=O)N(c2ccccc2)C1=O (configuration not stated),-15%,-14%,11,x,2%,u,x
COc1ccccc1C(=O)NCc1ccccn1,-17%,-13%,19,101%[activator],5%,5%,-1%
OC(CNC1CCCCC1)CN1CCN(CC(O)CNC2CCCCC2)CC1 (configuration not stated),-6%,4%,x,x,u,10%,x
O=C(N/N=C/C=C/c1ccco1)C(O)c1ccccc1 (configuration not stated),x,x,-18,22%,x,22%,-2%
CCOc1ccc(S(=O)(=O)N2CCOCC2)cc1NC(=O)CCOc1ccc(C(C)(C)C)cc1,-12%,x,22,13%,-11%,u,-2%
Cc1cccc(C(=O)OCC(=O)NC2CC2)c1O,-12%,x,-1,0%,x,3%,1%
C=CCn1c(CCC(O)COCCC)n[nH]c1=S (configuration not stated),-22%,6%,x,11%,5%,x,-11%
CCOC(=O)c1c(C)n(-c2ccccc2)c2ccc(OC(=O)c3ccccc3NC(=O)C(C)C)cc12,x,x,0,x,18%,x,1%
Cc1noc(/C=C/N(C)C)c1S(=O)(=O)N1CCC(C(=O)O)CC1,-8%,6%,-69*,-7%,u,17%,0%
COc1ccc(CCNC(=O)Cc2c(C)c3cc4c(C)coc4cc3oc2=O)cc1OC,x,x,-3,x,26%,x,-5%
CCOC(=O)c1c(S(=O)(=O)N2CCC(C(=O)Nc3ccc(C)c(Cl)c3)CC2)c(C)n(C)c1C,x,x,-10,x,3%,x,2%
CCCN(C(=O)c1cccc(S(=O)(=O)N2CCN(Cc3ccccc3)CC2)c1)C1CCS(=O)(=O)C1 (configuration not stated),193%[activator],x,-35,16%,-13%,u,1%
COc1ccccc1NC(=O)COC(=O)/C=C/c1cccs1,-20%,x,-31,11%,x,1%,1%
Cc1cccc(CN2CCN(C3CN(Cc4ccc([N+](=O)[O-])cc4)S(=O)(=O)C3)CC2)c1 (configuration not stated),x,x,6,-10%,x,x,-3%
CC(=O)N(/N=C/c1cccc(C)c1)c1nc(-c2ccc(Br)cc2)cs1,8%,5%,19,-2%,u,9%,2%
CCC(C)NC(=O)CSc1nc2c(sc3ccccc32)c(=O)n1CCCN1CCOCC1 (configuration not stated),3%,1%,-13,0%,0%,-8%,x
COc1cc2c(cc1OC)[C@@H](Cc1ccc(OCCC#N)cc1)N(C)CC2,-3%,-1%,17,17%,-2%,23%,-9%
COc1ccc2c(C(=O)CN3CCN(c4ccccc4)CC3)c[nH]c2c1,-46%,3%,30,-7%,-11%,16%,-2%
S=c1[nH]nc(C2CCCCC2)n1/N=C/c1ccncc1,-3%[2.29 µM],3%,-88*,26%,-3%,8%,u
O=C(NNC(=S)NC(=O)c1ccccc1[N+](=O)[O-])c1ccccc1Cl,-20%,-2%,24,20%,u,13%,-20%
Cc1ccc(SC(C)C(=O)Nc2ccncc2)cc1 (configuration not stated),-28%,5%,u,-6%,u,-13%,6%
O=C(NCCN1CCOCC1)c1cc(S(=O)(=O)Nc2ccccc2F)c(Cl)cc1Cl,-16%,-1%,-33,0%,6%,-4%,0%
O=C(Cc1ccc(Nc2nc(=S)[nH]c3ccccc23)cc1)NC1CCCCC1,-40%[11.4 µM],0%,55,x,-8%,x,x
O=C(CN(c1ccc(F)cc1)S(=O)(=O)c1ccccc1)N1CCOCC1,x,x,29,-3%,x,24%,3%
CCOC(=O)c1c(C)n(-c2ccccc2)c2ccc(OC(=O)c3ccccc3)cc12,x,x,-4,x,-8%,x,1%
COc1ccc(C2(Nc3cccc(C(=O)O)c3C)C(=O)c3ccccc3C2=O)cc1,x,x,3,x,20%,x,15%

Entries of single compounds, quoted from the list.
`O=C(NNC(=S)NC(=O)c1ccccc1[N+](=O)[O-])c1ccccc1Cl` across the screens: AmpC inh no detg: -20%; LmPK inhibitor: -2%; HCMV inh: 24; AMA1 RON2 block: 20%; AmpC detergent: u; HCV inh: 13%; TbPYK inhibitor: -20%
`S=c1[nH]nc(C2CCCCC2)n1/N=C/c1ccncc1` across the screens: AmpC inh no detg: -3%[2.29 µM]; LmPK inhibitor: 3%; HCMV inh: -88*; AMA1 RON2 block: 26%; AmpC detergent: -3%; HCV inh: 8%; TbPYK inhibitor: u
`CCOC(=O)c1c(C)n(-c2ccccc2)c2ccc(OC(=O)c3ccccc3)cc12` across the screens: AmpC inh no detg: x; LmPK inhibitor: x; HCMV inh: -4; AMA1 RON2 block: x; AmpC detergent: -8%; HCV inh: x; TbPYK inhibitor: 1%

Other structures
mol,AmpC inh no detg,LmPK inhibitor,HCMV inh,AMA1 RON2 block,AmpC detergent,HCV inh,TbPYK inhibitor
O=C(N/N=C/c1ccc[nH]1)c1ccc(O)cc1,-29%,-6%,-16,22%,1%,-5%,1%
CCCCOc1ccc(C(O)(CCN2CCOCC2)c2ccccc2)cc1 (configuration not stated),156%[activator],3%,37,-7%,1%,u,0%
CN(Cc1ccccc1)C(=O)CCNC(=O)Cn1cnc2ccccc2c1=O,1%,0%,4,-3%,-14%,7%,-4%
Cc1ccc(OCC(O)Cn2c(=N)n(CCN3CCOCC3)c3ccccc32)cc1 (configuration not stated),26%,-2%,-2,24%,u,-26%,1%
COc1cc(/C=N/NC2=NC(C)(C)Cc3ccccc32)cc(OC)c1OC,16%,18%,-35,-30%,10%,-13%,-5%
COc1ccc(CN=C(N)N=C(N)N)cc1Cl,-17%,-1%,u,11%,0%,u,2%
OC(CC(O)c1ccccc1)c1ccccc1 (configuration not stated),x,x,-2,-2%,x,7%,2%
O=C(CC1SC(N2CCCCC2)=NC1=O)Nc1ccc(C(=O)NCc2ccccc2)cc1 (configuration not stated),0%,x,-27,14%,x,6%,-9%
COc1ccccc1/C=C/C=N/NC(=O)Cc1cccn1C,-23%,0%,11,-13%,-13%,u,-11%
O=C(Cn1cc(C(F)(F)F)cc(Cl)c1=O)Nc1cccc(S(=O)(=O)N2CCCCC2)c1,-26%,x,-11,-9%,0%,8%,-2%
CCN(CC)C(=O)CSC(=Nc1ccccc1F)NC#N,-32%,1%,104,14%,u,-17%,-2%
C=CCn1c(/N=C/c2ccc3c(c2)OCO3)nc2ccccc21,-24%,-22%,-19,1%,-1%,9%,5%
Nc1nnc(SCC(=O)Nc2ccc3nc(SCC(=O)Nc4ccccc4)sc3c2)s1,-28%,5%,-29,17%,-7%,u,-3%
C/C(=N\NC(=O)C1(C)CC1(Br)Br)c1cccc(NC(=O)C2CCC2)c1 (configuration not stated),-51%,-5%,-3,-21%,-5%,u,-7%
COc1ccc(-n2nnnc2SCC(=O)N2CCCC2)cc1OC,-7%,5%,13,0%,-5%,11%,2%
COc1ccc(-c2nc3ccccc3o2)cc1NC(=O)c1cccnc1,x,x,24,x,1%,x,5%
COc1ccc(C)cc1NC(=O)CN(c1ccc(F)cc1)S(C)(=O)=O,2%,-4%,82,1%,-15%,-7%,5%
COc1ccc(CN2CCNC(=O)C2CC(=O)NC2CCOCC2)c(F)c1 (configuration not stated),28%,-5%,2,17%,-1%,x,-3%
COc1cccc(OC)c1C(=O)Nc1c(C(=O)N2CCN(C)CC2)oc2ccccc12,2%,-2%,0,3%,1%,-30%,8%
c1ccc(-c2nnc(C3CC(c4ccncc4)=NO3)o2)cc1 (configuration not stated),x,x,-11,-20%,x,-9%,1%
CCCCCCCCSc1nnc(-c2ccc(OC)cc2)o1,-10%,-15%,2,19%,0%,18%,2%
Cc1ccc(NS(=O)(=O)c2ccc(C(=O)NCCCN3CCCC3=O)cc2)cc1C,50%,x,u,4%,-10%,u,6%
Cc1nn(-c2ccc(N3CCOCC3)nn2)c(C)c1CCC(=O)Nc1ccc(F)cc1,30%,-2%,-20,-12%,7%,u,0%
COc1cc(OC)c(NC(=O)c2cn(C)c(=O)c3cc(OC)c(OC)cc23)cc1Cl,x,x,5,x,-3%,x,-2%
O=C(COC(=O)c1cnccn1)Nc1c(Cl)cc(Cl)cc1Cl,-22%,x,u,27%,-9%,9%,-2%
